CTSL1 counter: Fasciola hepatica cathepsin L1 inhibitors, primary screen, counter-screen for PFM18AAP inhibitor project, biochemical, QFRET, fluorogenic peptide substrate. 0.49% of 300,000 active. AID 1906, 2009. recombinant F. hepatica cathepsin L1, Z-Leu-Arg-MCA fluorescence. inhibition, % at 5.96 µM;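 active = inhibition above the mean of all tested compounds plus 3 SD, set per screening campaign, cut at about 17% in these data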;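 also: 0% = plate median of test compound wells and 100% = 1 µM Z-Phe-Ala-diazomethylketone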
AHR activator: AHR activators, primary screen, cell-based, luminescence, luciferase reporter, human; Aryl hydrocarbon receptor (Homo sapiens), P35869; AHR-responsive luciferase reporter cells; activation, % at 5 µM; 2.5% of 320,000 active; AID 2796, 2010; in the data active = activation above about 47%;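 also: 0% = vehicle wells and 100% = reference agonist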
Target sequence (P35869 whole entry, looked up): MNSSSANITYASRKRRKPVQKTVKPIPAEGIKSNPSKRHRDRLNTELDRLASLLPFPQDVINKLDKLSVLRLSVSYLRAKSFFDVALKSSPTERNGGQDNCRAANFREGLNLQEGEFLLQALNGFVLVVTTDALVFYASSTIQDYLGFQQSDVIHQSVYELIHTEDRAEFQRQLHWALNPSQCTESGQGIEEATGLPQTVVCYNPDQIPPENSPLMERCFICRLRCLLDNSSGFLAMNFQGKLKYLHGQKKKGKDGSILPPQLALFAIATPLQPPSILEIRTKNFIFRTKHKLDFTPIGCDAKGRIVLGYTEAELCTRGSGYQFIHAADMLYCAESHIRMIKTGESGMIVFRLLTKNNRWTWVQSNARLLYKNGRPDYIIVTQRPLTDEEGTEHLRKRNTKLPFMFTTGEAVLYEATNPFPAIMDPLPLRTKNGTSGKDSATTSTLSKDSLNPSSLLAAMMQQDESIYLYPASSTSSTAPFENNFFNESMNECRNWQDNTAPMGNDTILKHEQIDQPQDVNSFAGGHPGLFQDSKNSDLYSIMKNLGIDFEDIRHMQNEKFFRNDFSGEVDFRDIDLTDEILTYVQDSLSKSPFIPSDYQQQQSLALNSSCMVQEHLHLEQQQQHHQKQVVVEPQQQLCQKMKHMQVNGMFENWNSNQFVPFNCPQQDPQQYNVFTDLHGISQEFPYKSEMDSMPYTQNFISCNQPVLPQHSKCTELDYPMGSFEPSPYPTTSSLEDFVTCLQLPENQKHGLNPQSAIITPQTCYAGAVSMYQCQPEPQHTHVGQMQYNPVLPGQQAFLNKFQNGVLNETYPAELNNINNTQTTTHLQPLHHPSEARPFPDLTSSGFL
PAFAH2 inh: PAFAH2 enzyme inhibitors, primary screen, biochemical, fluorescence polarization, human. Platelet-activating factor acetylhydrolase 2, cytoplasmic (Homo sapiens), Q99487. recombinant PAFAH2, FP-rhodamine activity probe. inhibition, % at 3.39 µM. 0.99% of 340,000 active. AID 492956, 2010;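 active = inhibition above the mean over all tested compounds plus 3 SD, cut at about 30% in these data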;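 also: inhibitors block probe labeling of enzyme so polarization drops; 0% = enzyme with DMSO and 100% = wells lacking PAFAH2 protein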
TPT1 inh: Candida albicans TPT1 enzyme inhibitors, primary screen, biochemical, fluorescence polarization; tRNA 2'-phosphotransferase TPT1 (Candida albicans SC5314); recombinant caTPT1, FP RNA substrate dephosphorylation; inhibition, % at 5 µM; 0.81% of 300,000 active;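 active = inhibition above the mean of all tested compounds plus 3 SD, set per screening campaign, cut at about 24% in these data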;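 also: plate controls were DMSO alone for no effect and ferristatin control at 100 nM for full effect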
proCasp3 act: activators of human procaspase-3 D3A mutant, primary screen, biochemical, absorbance, PC-3 D3A mutant, single concentration; Caspase-3 (Homo sapiens), P42574; recombinant procaspase-3 D3A, Ac-DEVD-pNA absorbance 405 nm; activation, % at 8.5 µM; 0.11% of 330,000 active; AID 463141, 2010;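 active = activation above the mean of all tested compounds plus 3 SD, cut at about 21% in these data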;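 also: 0% = DMSO alone and 100% = DMSO wells spiked with extra 5 µM PC-3 D3A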
Target sequence (P42574 whole entry D9A/D28A/D175A): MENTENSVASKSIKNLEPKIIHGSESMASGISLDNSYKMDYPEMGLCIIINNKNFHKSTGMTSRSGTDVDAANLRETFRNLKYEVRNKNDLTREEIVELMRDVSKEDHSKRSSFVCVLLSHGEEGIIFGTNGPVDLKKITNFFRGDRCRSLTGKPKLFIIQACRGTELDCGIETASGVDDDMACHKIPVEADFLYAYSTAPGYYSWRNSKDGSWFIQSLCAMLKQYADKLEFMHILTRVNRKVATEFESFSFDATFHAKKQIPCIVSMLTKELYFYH
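material = Procaspase-3 D3A mutant | probe or stimulus = Ac-DEVD-pNA | compound = single dose, 8.5 µM nominal compound, 0.8% DMSO | timing = 1 h preincubation, 2 h reaction | measured by = 405 nm absorbance of p-nitroaniline, reads at 0 and 120 min | benchmarks = DMSO-only low control, 5 µM PC-3 D3A high control | repeats = singlicate, each compound tested once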
PP5 primary: PP5 phosphatase inhibitors, primary screen, biochemical, fluorescence; purified PP5c, OMFP substrate fluorescence; inhibition, % at 6.7 µM; 0.18% of 320,000 active;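 active = inhibition above the campaign's mean inhibition across all tested compounds plus 3 SD, cut at about 9.5% in these data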;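 also: 0% = DMSO only and 100% = 100 µM cantharidin control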
PP1 counter: PP1-alpha phosphatase inhibitors, primary screen, counter-screen for PP5 inhibitor project, biochemical, fluorescence, OMFP substrate, single point | purified PP1alpha | inhibition, % at 6.7 µM | 0.9% of 320,000 active | AID 2235, 2010;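 active = inhibition above the mean inhibition of all tested compounds plus 3 SD, computed separately for each screening campaign, cut at about 15% in these data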
HCV core dimer: inhibitors of HCV core protein dimerization, primary screen, biochemical, TR-FRET, high-throughput; TR-FRET GST/Flag-core106 dimerization, 1536-well; inhibition, % at 5 µM; 0.33% of 300,000 active; AID 1899, 2009;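 active = inhibition above the mean of all tested compounds plus 3 SD, set per screening campaign, cut at about 45% in these data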
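Assay system – GST-tagged and Flag-tagged HCV core protein residues 1-106 · Quantity – core106 proteins, GST 13.5 nM and Flag 17 nM · Benchmarks – unlabelled core106 and no-GST-core106 wells · Read-out basis – percent inhibition of core106 dimerization signal · Detection – time-resolved FRET, ex 340 nm, em 617 and 671 nm · Schedule – 4 h at 22.5 °C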
proCasp7 act: procaspase-7 activators, primary screen, counter-screen for procaspase-3 activator project, biochemical, absorbance, HTS, human; recombinant procaspase-7, Ac-DEVD-pNA absorbance 405 nm; D23A/D198A/D206A triple mutant, cannot self-cleave; scale: DMSO 0, 5 µM enzyme 100; 0.093% of 330,000 active; Caspase-7 (Homo sapiens), P55210; activation, % at 8.5 µM; AID 463210, 2010;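 active = percent activation above the screen-wide mean plus 3 SD, cut at about 25% in these data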
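Material: Procaspase-7 triple mutant (PC-7 D3A) | Quantity: 2 µM procaspase-7 mutant as dispensed | Reagent: DEVD-pNA substrate | Times: 1 h preincubation, 2 h reaction | Technique: 405 nm absorbance of p-nitroaniline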
Numbers without * were called inactive; nt = no result given.

SMILES	CTSL1 counter	AHR activator	PAFAH2 inh	TPT1 inh	proCasp3 act	PP5 primary	PP1 counter	HCV core dimer	proCasp7 act
CC(C)Cn1c(N)c(-c2nc(C(C)C)c(C(=O)c3ccccc3F)s2)c(=O)n(C)c1=O	0	1	nt	-1	2	-1.0	-1	14	-2
CCc1nc2sc3ccccc3c(=O)c2c(=O)n1Cc1ccco1	4	21	10	-3	7	1.1	1	1	2
CC(C)(C)OC(=O)NCc1ccc(NC(=O)c2nc[nH]c2C(=O)N[C@@H](Cc2ccccc2)C(=O)OC(C)(C)C)cc1	5	12	-49	-2	0	7.1	5	11	5
CC(=O)Nc1nc(=S)n(-c2ccccc2)[nH]1	-5	-2	2	-4	6	-0.8	-2	-5	-5
Cc1ccc(OCCn2cc(C=O)c3ccccc32)cc1	1	-7	-5	1	2	2.3	0	7	2
COc1ccc(C(C)=O)cc1COC(=O)CNC(=O)c1ccccc1F	-8	7	-4	1	3	-1.9	-4	-3	5
CCc1nc(Nc2ccc(F)cc2)c2oc3ccccc3c2n1	2	24	8	6	11	5.2	0	-1	7
COc1ccc(-c2ccc3ccccc3n2)cc1	-2	23	5	-2	0	3.0	2	0	-7
Cc1cc(NC(=O)Cn2nc(C(F)(F)F)c3c2CCC3)n(-c2ccccc2)n1	-1	0	-4	1	7	2.7	5	5	-5
CC(=O)Nc1ccc(/C=N/N2C(=O)NC(C)(c3ccc(OC(F)F)cc3)C2=O)cc1 (stereo unspecified)	-1	1	-4	-3	4	-1.2	-1	-3	12
CCCOc1ccc(C(=O)Nc2ccc(N(C)C)cc2)cc1	2	-3	5	-4	-5	4.8	-3	-15	-8
CCOC(=O)c1ccc(NC(=O)N2CCCCC2)cc1	0	20	-1	-12	4	0.7	5	-4	-4
COc1ccc(NC(=O)COC(=O)C2CCCCC2)c([N+](=O)[O-])c1	8	4	30*	-1	0	2.0	0	-6	7
Cc1cc(=O)n2nc(N3CCCC(C(=O)NC(C)c4ccccc4)C3)sc2n1 (stereo unspecified)	-5	-6	-3	-3	5	-1.9	-3	-4	3
CC(C)COc1ccc(CN=C(N)N=C(N)N)cc1Cl	-3	0	-6	-3	2	-2.0	4	2	7

In the list so far, 5 contain fluorine.
SMILES	CTSL1 counter	AHR activator	PAFAH2 inh	TPT1 inh	proCasp3 act	PP5 primary	PP1 counter	HCV core dimer	proCasp7 act
CC(C)Cn1c(N)c(-c2nc(C(C)C)c(C(=O)c3ccccc3F)s2)c(=O)n(C)c1=O	0	1	nt	-1	2	-1.0	-1	14	-2
COc1ccc(C(C)=O)cc1COC(=O)CNC(=O)c1ccccc1F	-8	7	-4	1	3	-1.9	-4	-3	5
CCc1nc(Nc2ccc(F)cc2)c2oc3ccccc3c2n1	2	24	8	6	11	5.2	0	-1	7
Cc1cc(NC(=O)Cn2nc(C(F)(F)F)c3c2CCC3)n(-c2ccccc2)n1	-1	0	-4	1	7	2.7	5	5	-5
CC(=O)Nc1ccc(/C=N/N2C(=O)NC(C)(c3ccc(OC(F)F)cc3)C2=O)cc1 (stereo unspecified)	-1	1	-4	-3	4	-1.2	-1	-3	12

Other results follow.
SMILES	CTSL1 counter	AHR activator	PAFAH2 inh	TPT1 inh	proCasp3 act	PP5 primary	PP1 counter	HCV core dimer	proCasp7 act
CCCNC(=O)C(Cc1ccccc1)NC(=O)c1ccc(-c2ccccc2)cc1 (stereo unspecified)	nt	-2	-8	nt	5	2.0	-2	nt	-5
c1csc(CNCCCN2CCOCC2)c1	2	-1	3	4	0	-2.5	-2	1	5
O=C(NNc1ccc([N+](=O)[O-])cc1)c1ccccc1Cl	4	0	2	-1	3	1.5	1	-4	4
CN(C)Cc1ccc(F)cc1Sc1cc(Cl)ccc1Cl	-1	-4	0	-1	9	1.0	1	-13	8
COc1cccc(/C=C2\Oc3cc(OC(=O)N4CCOCC4)ccc3C2=O)c1	4	-1	24	-1	3	2.4	2	6	12
O=C(NCCC(=O)N1CCNC1=O)OCc1ccccc1	1	3	4	1	13	2.2	-4	4	2
CCCCCN(C(=O)CCC(=O)OCC(=O)c1c(C)cc(C)cc1C)c1c(N)n(CCCC)c(=O)[nH]c1=O	9	0	4	-3	-3	0.7	-5	3	5
c1ccc2cc(OCCOCCOc3ccc4ccccc4c3)ccc2c1	-5	0	-3	2	-4	1.3	-1	-2	1
CC(=O)Nc1ccc(NC(=S)NC(=O)c2cc3ccccc3o2)cc1	2	7	0	-3	-2	2.1	0	5	13
COc1ccc(-c2cc(C(=O)N/N=C(\C)c3cccnc3)c3cc(C)ccc3n2)cc1OC	0	45	-6	0	5	4.5	1	4	6
Cc1c(NC(=O)COc2ccccc2Cl)c(=O)n(-c2ccccc2)n1C	nt	0	3	nt	14	0.0	-3	nt	-4
CCOC(=O)CC(=O)CSc1ncnc2c1nnn2-c1ccc(F)cc1	1	-3	-4	4	-16	-0.7	0	1	-18
Cc1ccccc1OCC(=O)N(Cc1cccc(F)c1)C1CCS(=O)(=O)C1 (stereo unspecified)	-3	2	-9	1	3	4.2	3	-15	12
O=C(NC1=NCCS1)c1ccc(Cl)c(S(=O)(=O)N2CCCCCC2)c1	-9	9	3	1	4	0.7	2	5	-4
COc1ccc(CCn2c(=N)c(C(=O)NC3CCCC3)cc3c(=O)n4cccc(C)c4nc32)cc1	-2	11	0	0	-6	-1.6	3	3	-8
CN1CCc2c(n(CC(O)CN3CCN(CCO)CC3)c3ccccc23)C1=O (stereo unspecified)	0	-2	1	-11	8	0.3	-4	-2	2
Cc1cc(C)c2nc(SCC(=O)Nc3ccc(S(=O)(=O)N4CCCC4)cc3)c(C)cc2c1	0	5	-34	3	-7	-0.3	8	-11	-4
CCC(=O)Nc1ccc(NC(=S)NC(=O)c2oc3ccccc3c2C)cc1	2	34	-13	-4	-3	-0.1	1	-9	4
O=C(NCCN1CCOCC1)c1ccccc1Oc1ccccc1	-2	4	1	-3	-2	0.3	-3	-1	3
O=C(NCc1ccco1)c1cccc(NS(=O)(=O)c2cccc(F)c2)c1	5	1	0	0	9	1.1	0	-2	0
Fc1ccc(-c2nn(-c3ccccc3)cc2CNCc2ccccc2)cc1	-1	3	nt	-2	3	2.8	5	-11	2
CC(C)C(NC(=O)/C(=C/c1ccco1)NC(=O)c1ccc(Br)o1)C(=O)O (stereo unspecified)	6	1	-4	-12	-8	-0.7	0	-13	-10
O=C1CN(C(=O)NCC(=O)N[C@H](Cc2ccccc2)C(=O)O)c2ccccc2N1	-2	3	6	-6	-1	0.1	-2	-2	-1
NC(=O)[C@H]1CC2(CC(c3cccc(NC(=O)[C@H]4CCC(=O)N4)c3)=NO2)CN1C(=O)c1ccccc1 (stereo partly specified)	-1	-2	-4	2	-16	5.7	13	-31	-10
COc1ccc(OC)c(C(=O)c2oc3ccccc3c2NC(C)=O)c1	0	12	2	-2	15	1.5	-2	-4	10
Cc1ccc(S(=O)(=O)/C(C#N)=C/c2c(N3CC(C)OC(C)C3)nc3c(C)cccn3c2=O)cc1 (stereo unspecified)	1	-2	-17	8	-7	1.4	5	13	5
Cc1cc(OCc2ccc(C(=O)Nc3ccc(C(=O)O)cc3)o2)ccc1Cl	6	4	0	0	3	2.4	-1	2	-2
COC(=O)N1CCc2c(sc(NC(=O)C3COc4ccccc4O3)c2C(N)=O)C1 (stereo unspecified)	4	13	7	-1	4	2.3	8	-1	-10
CCOc1ccc(N(Cc2ccc(OC)cc2)C(=O)c2ccco2)cc1	-2	5	3	-3	9	0.9	5	12	-9
CC1CN(c2ccnc3cc(Cl)ccc23)CC(C)O1 (stereo unspecified)	0	-5	-13	2	13	-1.1	-5	2	3
CCCNC(=O)C(CC)NC(=O)c1ccc(C#N)cc1 (stereo unspecified)	nt	-1	-1	nt	8	-1.7	1	nt	5
N#C/C(=C\c1ccc(O)cc1)C(=O)NCc1ccccc1	4	0	-1	-2	-1	-0.6	-2	-3	9
COCC(=O)N1CCC(Oc2ccc(C(=O)NC3CCOC(C)(C)C3)cc2)CC1 (stereo unspecified)	1	0	4	0	8	1.5	-2	-2	1
CC(=O)Nc1cccc(NC(=O)CSc2nnnn2C(C)C)c1	0	3	-1	0	9	-1.2	-2	-2	10
COc1ccc(NS(=O)(=O)c2ccc(N3C(=O)CCC3=O)cc2)cc1	-1	0	3	-1	3	3.0	-2	-4	3
O=C(Nc1cccc(Cl)c1N1CCOCC1)c1ccc(Br)o1	2	-3	4	2	6	1.3	0	7	-1
O=C(COC(=O)CNC(=O)C1CCCCC1)Nc1ccccc1Cl	nt	1	-3	nt	1	0.2	-4	nt	7
C=CCN(C(=O)Cn1c(C(=O)OC)cc2oc(C)cc21)c1ccccc1	-3	4	2	-1	-18	0.9	5	3	-29
COc1cc(/C=C/C(=O)N2C(=O)c3cccc(N)c3C2=O)cc(OC)c1OC	1	5	2	0	6	0.6	1	26	-7
O=C(OCC(=O)N1CCN(C(=O)c2ccco2)CC1)c1cc(-c2ccc(F)cc2)nc2ccccc12	-4	-3	-2	-1	9	3.8	0	2	3
CCOc1c(Cl)cc(CNc2ccc(S(N)(=O)=O)cc2)cc1OC	-4	-1	-5	1	9	1.8	0	-5	11
COc1ccc2[nH]c(O)c(NC(C)=O)c2c1	8	7	2	-1	-9	-3.5	8	-4	0
O=C(NC1CCCC1)C(c1ccsc1)N(CCc1ccccc1)C(=O)Cc1cccs1 (stereo unspecified)	0	-2	-3	19	4	0.0	-3	12	-8
NC12CC3CC(C1)CC(CC(=O)O)(C3)C2	4	0	3	-1	-2	1.1	-4	-5	-6
CCOc1ccc(N2CC(C(=O)NNC(=O)c3ccc(Br)cc3)CC2=O)cc1 (stereo unspecified)	-4	7	-4	-4	-12	1.1	4	-10	-3
COc1ccc(C2SCCN2S(=O)(=O)c2ccc(NC(C)=O)cc2)cc1OC (stereo unspecified)	-2	0	3	2	5	2.5	-1	-1	-7
O=C(O)c1ccccc1C(=O)OCc1ccccc1	-1	3	4	-1	4	0.8	1	-10	1
CC(C)(C)C(=O)Nc1ccc(N2CCCC2)cc1	-4	-3	0	0	11	0.6	2	0	-9
Cc1ccc(/C=N/NC(=O)c2nnn(-c3nonc3N)c2C(C)C)s1	2	1	-6	-4	7	0.1	1	2	10
COc1cc(O)c(C(CCN2CCCCC2)c2ccc3c(c2)OCO3)c(OC)c1 (stereo unspecified)	0	0	-1	3	-3	-0.2	-4	10	-7
Cc1cc(C)n2c(SCC(=O)Nc3cc(S(=O)(=O)N(C)C)ccc3C)nnc2n1	nt	0	2	nt	-1	nt	nt	nt	7

Screens: PubChem BioAssay, The Scripps Research Institute Molecular Screening Center
